Screening data as filed in PubChem BioAssay.
TAAR1 ag: agonists of human TAAR1. CHO RD-HGA16 TAAR1, Fluo-8 calcium fluorescence; vehicle wells 0%, saturating PEA agonist 100%. activation, % at 3 µM. 360,000 compounds, 0.99% hits;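 active means activation above the mean activation of all test compounds in the run plus 3 SD, cut at about 38% in these data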
Target sequence (Q96RJ0 whole entry, looked up): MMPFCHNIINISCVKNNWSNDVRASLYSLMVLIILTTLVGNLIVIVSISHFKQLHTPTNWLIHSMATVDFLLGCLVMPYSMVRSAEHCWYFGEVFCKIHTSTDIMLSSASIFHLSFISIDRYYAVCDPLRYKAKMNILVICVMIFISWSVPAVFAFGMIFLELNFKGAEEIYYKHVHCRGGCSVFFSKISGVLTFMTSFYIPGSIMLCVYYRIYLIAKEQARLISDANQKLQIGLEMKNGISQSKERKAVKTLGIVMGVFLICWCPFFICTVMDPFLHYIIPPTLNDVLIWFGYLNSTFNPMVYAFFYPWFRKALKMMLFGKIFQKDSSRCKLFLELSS
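Test system: RD-HGA16 (CHO) cells co-expressing Gα16 and hTAAR1; dosing: one-point dosing at 3 µM (nominal); timing: 17-24 h seeding, 75 min 37 °C dye, 30 min RT; signal: kinetic Fluo-8 calcium fluorescence; read-out basis: % activation relative to PEA EC100 response; controls: DMSO and PEA EC100; replicates: n 1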
CHO parental Ca: counter-screen: ATP calcium response change in parental CHO cells. 330,000 compounds, 0.63% hits. inhibition, % at 5.6 µM. parental CHO-K1, ATP-induced calcium, Fluo-8 fluorescence;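 active means inhibition above that plate's mean sample inhibition plus 3 SD, cut at about 26% in these data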;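 further: 0% = ATP-challenged DMSO wells and 100% = DMSO wells without ATP; some compounds past the cut are filed as inactive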
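Assay system – parental CHO cells · Reagent – ATP stimulus · Detection – intracellular calcium via Fluo-8 no-wash fluorescent dye · Evaluation – percent inhibition of ATP-evoked calcium rise, normalized to controls · Controls – ATP wells versus no-ATP DMSO wells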
M1 antag: human CHRM1 antagonism. P11229. CHO-K1 hM1, Fluo-8 calcium fluorescence, ACh EC80 antagonist. inhibition, % at 3 µM. 360,000 compounds, 1.3% hits. AID 588852;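 active means percent inhibition above its own plate's cutoff, namely the mean of that plate's compound wells plus 3 SD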;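 further: peak over basal fluorescence ratio during 140 s after agonist addition; 0% = ACh EC80 plus DMSO and 100% = DMSO alone without agonist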
Target sequence (P11229 whole entry, looked up): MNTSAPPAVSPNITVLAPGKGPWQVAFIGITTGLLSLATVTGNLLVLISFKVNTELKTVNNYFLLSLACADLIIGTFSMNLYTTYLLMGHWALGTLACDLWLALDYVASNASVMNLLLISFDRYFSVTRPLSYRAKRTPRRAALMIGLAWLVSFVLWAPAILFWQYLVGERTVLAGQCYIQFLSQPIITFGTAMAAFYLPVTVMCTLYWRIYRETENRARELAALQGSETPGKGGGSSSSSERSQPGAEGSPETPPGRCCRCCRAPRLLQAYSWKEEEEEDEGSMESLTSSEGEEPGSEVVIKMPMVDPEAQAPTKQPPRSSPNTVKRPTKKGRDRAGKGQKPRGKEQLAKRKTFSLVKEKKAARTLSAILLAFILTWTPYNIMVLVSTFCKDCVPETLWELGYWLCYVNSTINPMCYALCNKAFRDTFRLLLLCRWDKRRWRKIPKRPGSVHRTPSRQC
TAAR1 antag: antagonists of human TAAR1; CHO RD-HGA16 TAAR1, Fluo-8 calcium fluorescence, antagonist; AID 624466; inhibition, % at 3 µM; 360,000 compounds, 1.5% hits; Q96RJ0;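 active means inhibition above a per-plate cutoff, the mean inhibition of test compounds on that plate plus 3 SD, cut at about 49% in these data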;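 further: 0% = DMSO plus EC80 beta-PEA response and 100% = DMSO alone without agonist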
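System: RD-HGA16 CHO cells with stable hTAAR1 and Gα16 | Probe or stimulus: EC80 β-phenethylamine stimulus | Dosing: 3 µM, single point | Times: Dye loading 75 min at 37 °C, then 30 min room temperature | Measured by: Fluo-8 calcium-sensitive fluorescence | Read-out basis: % inhibition of agonist calcium response | Replicates: n of 1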
CHRM1 agonist: agonists of human M1 muscarinic receptor. CHO-K1 hM1, Fluo-8 calcium fluorescence, agonist mode; 0% DMSO, 100% acetylcholine EC100. 360,000 compounds, 0.33% hits. P11229. activation, % at 3 µM. AID 588814;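 active means activation above the run's mean compound activation plus 3 SD, cut at about 16% in these data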;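 further: peak over basal fluorescence ratio within a 140 s kinetic read after compound addition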
CHRM1 PAM: positive allosteric modulators of human M1 muscarinic receptor. CHO-K1 hM1, Fluo-8 calcium fluorescence, ACh EC20; 0% = ACh EC20, 100% = maximal ACh. activation, % at 3 µM. 360,000 compounds, 0.088% hits; in the data active means activation above about 19%, passing the limit was not always enough
CHO-K1 Ca antag: M1 antagonist counterscreen hit in parental CHO-K1 cells; 360,000 compounds, 0.6% hits; inhibition, % at 3 µM; ATP-induced calcium, Fluo-8 fluorescence; AID 602250;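 active means inhibition above a per-plate cutoff, the plate's mean sample inhibition plus 3 SD, cut at about 24% in these data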;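 further: 0% = DMSO plus EC80 ATP and 100% = DMSO alone without ATP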
M1 PAM parental: counter-screen for M1 PAMs: effect in parental CHO-K1 cells | 360,000 compounds, 0.02% hits | ATP EC20, Fluo-8 calcium fluorescence; 0% at ATP EC20, 100% at ATP max | AID 602247 | activation, % at 3 µM;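 active means activation above the run cutoff, the mean activation of all test compounds plus 3 SD, cut at about 40% in these data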;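 further: peak over basal fluorescence ratio in a 140 s read after ATP addition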
CHO-K1 Ca ag: nonselective activator or artifact in parental CHO-K1 cells. 360,000 compounds, 0.48% hits. AID 602248. activation, % at 3 µM. Fluo-8 calcium fluorescence; scaled to maximal ATP response, vehicle zero; in the data active means activation above about 15%;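 further: untransfected CHO-K1 host cells lacking M1 receptor as counterscreen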
* = called active by the depositor; . = no result given.

1) Cc1ccc(NC(=S)Nc2ccc(F)cc2)c(C)c1
2) CCOC(=O)c1cc2occc2n1CC(=O)NCCOC
3) COc1ccc(-c2cc(C3CCN(c4ncccc4[N+](=O)[O-])CC3)[nH]n2)cc1
4) CCOc1cccc(N2CCN(CCNC(=O)Nc3ccc(C)cc3)CC2)c1C
5) Cc1cc(NC(=O)CCC(=O)N(c2ccc(C)c(F)c2)C(C(=O)NC2CCCC2)c2ccco2)no1 (stereo not given)
6) COc1ccc2nc(NC(=O)C3CCN(C(=O)c4ccc(F)cc4)CC3)sc2c1
7) CCOC(=O)C1(C)CCN1C(=O)COc1ccccc1 (stereo not given)
8) O=C(CCS(=O)(=O)c1cccc2nonc12)NC1CCCCCC1
9) Cc1ccc(Cl)cc1N1CCN(C(=O)CNC(=O)c2ccc(Br)o2)CC1
10) S=c1[nH]nc(Nc2cccc(Cl)c2)s1

assay / entry	1	2	3	4	5	6	7	8	9	10
TAAR1 ag	8	12	15	27	-3	4	3	19	4	4
CHO parental Ca	-9	-5	-2	1	-27	-14	.	0	-15	14
M1 antag	-3	-6	4	-12	-2	-7	-9	-17	1	-10
TAAR1 antag	-15	8	30	-6	1	-30	-14	-3	3	-8
CHRM1 agonist	-8	-3	-3	-3	2	-1	-3	-1	-2	2
CHRM1 PAM	-1	9	-5	10	16	2	3	15	-3	9
CHO-K1 Ca antag	13	-5	-13	11	13	7	-3	-6	-12	-19
M1 PAM parental	-12	21	13	-2	0	-9	14	16	0	19
CHO-K1 Ca ag	0.2	0.0	1.6	0.8	-0.2	1.8	0.8	0.6	4.0	0.6

11) Cc1cccc(C)c1NC(=O)C1(C)CCC(=O)N1CCc1c[nH]c2ccccc12 (stereo not given)
12) Cc1ccc(NC(=O)c2cccs2)cc1S(=O)(=O)N(C)C
13) O=C(CCN1C(=O)COc2ccccc21)NCc1cccs1
14) CCn1c(=O)cc(OCC(=O)NCCCN2CCCC2=O)c2ccccc21
15) Fc1ccccc1N1CCN(c2cnc3ccccc3n2)CC1
16) COc1cc(C(=O)Nc2nnc(C)s2)cc(OC)c1OC
17) CCOc1cc(C=O)cc(Br)c1OCC(=O)NCCc1ccccc1
18) O=C1C(c2ccccc2)C(c2ccccc2)NC(c2ccccc2)C1c1ccccc1 (stereo not given)
19) Cc1cccc(NC(=O)C(C)Oc2ccccc2C)n1 (stereo not given)
20) COc1cc(-c2nc3ccc4ccccc4c3c3c2CCC3)cc(OC)c1O

assay / entry	11	12	13	14	15	16	17	18	19	20
TAAR1 ag	2	7	6	4	4	0	15	5	-5	8
CHO parental Ca	.	-14	-8	-2	-29	8	-10	-10	-2	-15
M1 antag	-7	4	-5	-4	-6	-12	-6	2	-9	-6
TAAR1 antag	6	12	1	-31	5	-19	-19	20	-11	-10
CHRM1 agonist	-4	-8	-2	5	-3	1	-9	-3	-4	-10
CHRM1 PAM	7	-6	0	19	0	10	3	1	4	3
CHO-K1 Ca antag	8	-9	-10	-12	6	17	-6	-1	8	0
M1 PAM parental	4	12	-5	10	-1	5	1	-17	1	26
CHO-K1 Ca ag	0.9	1.1	0.2	0.2	0.5	0.5	1.7	-0.5	-0.1	1.9

21) Cc1ccc(OCC(=O)NNC(=O)[C@@H]2CCCC[C@@H]2C(=O)O)c(Br)c1
22) CN(CC(=O)Nc1ccccc1Br)C(=O)c1cc([N+](=O)[O-])ccc1N1CCOCC1
23) O=c1[nH]c(C2C3CC4CC(C3)CC2C4)nc2ccccc12 (stereo not given)
24) CC1Cc2[nH]c(=S)[nH]c(=O)c2C(C(C)C)O1 (stereo not given)
25) COCCCN(C(=O)CCOc1ccccc1C)c1c(N)n(Cc2ccccc2)c(=O)[nH]c1=O
26) CC(NC(=O)c1ccccc1F)C1CC1 (stereo not given)
27) CCC1CCCCN1CCCNC(=O)c1cc2c(=O)[nH]c3ccccc3c2n1C (stereo not given)
28) COCCNC(=O)C1Cc2c(-c3ccc(NC(C)=O)cc3)ccnc2O1 (stereo not given)
29) CCCOc1ccc(/C=C/C(=O)Nc2ccc([N+](=O)[O-])cc2C)cc1
30) Clc1ccc(-c2c[n+]3c(n2-c2ccccc2)SCC3)cc1

assay / entry	21	22	23	24	25	26	27	28	29	30
TAAR1 ag	1	0	5	2	3	7	-1	1	8	0
CHO parental Ca	.	-47	-6	.	-19	15	-12	.	-11	1
M1 antag	-4	-5	-4	.	-6	-10	-7	-8	-7	29
TAAR1 antag	-14	-16	-7	-17	-6	-11	20	-14	11	-12
CHRM1 agonist	-3	-3	-3	.	-4	-4	-6	1	-3	-8
CHRM1 PAM	5	4	-5	.	7	7	12	7	3	-20
CHO-K1 Ca antag	-5	-4	5	-11	9	-15	-16	-14	-11	-14
M1 PAM parental	-3	4	-1	2	-12	-12	25	9	14	11
CHO-K1 Ca ag	0.6	-0.3	-0.2	0.7	0.0	1.0	14	0.3	0.0	0.7

31) O=C(O)COCc1nc2ccccc2s1
32) Cc1ccc(S(=O)(=O)N(C)CC(=O)NNC(=O)Cc2cccc(F)c2)cc1
33) Cn1c(N)c(C(=O)COC(=O)COc2ccc(Cl)cc2)c(=O)n(C)c1=O
34) O=C(CCS(=O)(=O)c1ccc(Br)cc1)Nc1ccccn1
35) CCN(CC)C(=O)c1ccc(-c2nnc(Nc3ccc(O)cc3)c3ccccc23)cc1
36) CC(C)C[C@H](NC(=O)c1nc[nH]c1C(=O)N[C@@H](CC(C)C)C(=O)OC(C)(C)C)C(=O)OC(C)(C)C
37) CC(C)CC(N)c1cn([C@@H](CCC(=O)O)C(=O)N2CCNCC2)nn1 (stereo not given in full)
38) O=c1oc(/C=C/c2ccccc2)nc2sc3c(c12)CCC3
39) CCOC(=O)c1nnn(-c2nonc2N)c1CN(C)Cc1ccccc1
40) O=C(c1nc2ccc(Cl)cn2c1CN1CCC[C@H]1CO)N1CCc2ccccc2C1

assay / entry	31	32	33	34	35	36	37	38	39	40
TAAR1 ag	0	2	5	3	2	0	9	10	5	31
CHO parental Ca	2	-7	-11	-16	-15	-17	1	-6	-19	.
M1 antag	-29	2	-7	19	-10	-3	-15	-7	-5	-24
TAAR1 antag	-3	13	18	6	-11	-21	2	2	11	-22
CHRM1 agonist	-1	-2	2	0	-7	2	0	1	-4	-3
CHRM1 PAM	10	1	3	-11	6	6	18	-2	5	17
CHO-K1 Ca antag	-5	-3	-4	24*	3	-10	-16	-1	-8	-2
M1 PAM parental	-15	0	6	-16	0	6	2	5	12	-6
CHO-K1 Ca ag	0.2	-0.2	3.2	0.9	1.3	0.7	0.5	0.0	0.7	0.5

Record cards, from the list above:
Listed for CCN(CC)C(=O)c1ccc(-c2nnc(Nc3ccc(O)cc3)c3ccccc23)cc1 : TAAR1 ag: 2; CHO parental Ca: -15; M1 antag: -10; TAAR1 antag: -11; CHRM1 agonist: -7; CHRM1 PAM: 6; CHO-K1 Ca antag: 3; M1 PAM parental: 0; CHO-K1 Ca ag: 1.3
Listed for O=C(CCS(=O)(=O)c1ccc(Br)cc1)Nc1ccccn1 : TAAR1 ag: 3; CHO parental Ca: -16; M1 antag: 19; TAAR1 antag: 6; CHRM1 agonist: 0; CHRM1 PAM: -11; CHO-K1 Ca antag: 24*; M1 PAM parental: -16; CHO-K1 Ca ag: 0.9

The main list resumes with the 4 entries that preceded the break.
37) CC(C)CC(N)c1cn([C@@H](CCC(=O)O)C(=O)N2CCNCC2)nn1 (stereo not given in full)
38) O=c1oc(/C=C/c2ccccc2)nc2sc3c(c12)CCC3
39) CCOC(=O)c1nnn(-c2nonc2N)c1CN(C)Cc1ccccc1
40) O=C(c1nc2ccc(Cl)cn2c1CN1CCC[C@H]1CO)N1CCc2ccccc2C1
41) Cn1c(=O)c2c(nc(SCC(=O)NC3CCCC3)n2C)n(C)c1=O
42) CCOC(=O)c1c(C)n(C)c2cc(Br)c(C(=O)OC)cc12
43) CCn1cc(C(=O)NCCN(C)C)c(=O)c2cc(F)c(N3CCN(C)CC3)cc21
44) CCC[C@H]1COCCS(=O)(=O)N1Cc1ccccc1
45) O=c1c(Cc2ccc(F)cc2)c(O)ccn1C1CC1
46) CCCc1nc(NCC2CCCO2)c2nnn(Cc3ccccc3)c2n1 (stereo not given)
47) COc1cccc(-c2nc(CS(=O)(=O)CC(=O)NCCCN3CCN(C)CC3)c(C)o2)c1
48) Cn1c(Cn2c(=O)sc3ccccc32)nnc1SCC(=O)NCc1ccc(F)cc1
49) Cc1ccccc1NC(=O)CCS(=O)(=O)c1ccc(Br)s1
50) COC(=O)c1cccc(NC(=O)c2ccc3c(c2)C(=O)N(C(C)(C)C)C3=O)c1

assay / entry	37	38	39	40	41	42	43	44	45	46	47	48	49	50
TAAR1 ag	9	10	5	31	-2	1	2	-2	1	15	0	1	-3	11
CHO parental Ca	1	-6	-19	.	-2	0	-3	-5	-7	-4	-4	-7	0	-6
M1 antag	-15	-7	-5	-24	-3	-12	-15	-13	-10	-5	-5	-5	-13	-12
TAAR1 antag	2	2	11	-22	7	-19	-28	-5	-1	3	-25	-15	15	65*
CHRM1 agonist	0	1	-4	-3	-2	-5	-10	-2	-4	-4	-5	-9	-5	-2
CHRM1 PAM	18	-2	5	17	0	4	14	14	13	9	3	-2	10	9
CHO-K1 Ca antag	-16	-1	-8	-2	8	-13	7	4	-15	-6	-14	1	-9	5
M1 PAM parental	2	5	12	-6	6	20	-9	-3	21	19	10	-3	12	3
CHO-K1 Ca ag	0.5	0.0	0.7	0.5	0.1	-0.8	-0.3	-0.8	1.2	0.6	0.4	-0.6	0.5	0.5

51) Cc1nc(=O)c(-c2ccccc2)c(C)n1-c1ccc(O)cc1
52) COc1ccccc1N1CCN(C(=O)c2ccc3nc(-c4ccco4)c(-c4ccco4)nc3c2)CC1
53) COc1ccc(C(=O)NCc2nnc(SCC(=O)Nc3cc(Cl)ccc3OC)o2)cc1
54) Cc1ccc(C#N)c(SCc2cccc(Br)c2)n1

assay / entry	51	52	53	54
TAAR1 ag	8	13	-1	2
CHO parental Ca	1	-31	-11	-13
M1 antag	-19	15	5	2
TAAR1 antag	18	37	6	-14
CHRM1 agonist	-5	0	-4	-6
CHRM1 PAM	17	-1	1	-4
CHO-K1 Ca antag	-6	10	-10	-16
M1 PAM parental	11	12	4	23
CHO-K1 Ca ag	0.3	2.7	2.1	1.0
